Bioassay records deposited in PubChem by Sanford-Burnham Center for Chemical Genomics.
UBC13 polyUb: UBC13 polyubiquitin chain formation inhibitors, primary screen, biochemical, TR-FRET, uHTS. inhibition, % at 20 µM. 330,000 tested, 0.47% active; in the data active = inhibition above about 45%, passing the limit was not always enough
Gli-Sufu block: Gli-Sufu pathway antagonists, primary screen, luciferase luminescence, Sufu-KO-LIGHT cells, uHTS; Sufu-KO-LIGHT fibroblasts, Gli luciferase reporter luminescence; inhibition, % at 5 µM; 340,000 tested, 0.74% active; AID 588413, 2011;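 active = inhibition above about 55%, limit read from the data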;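 note: 0% = DMSO-treated cells and 100% = wells with medium but no cells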
Jurkat NFkB inh: inhibitors of induced NF-kB luciferase reporter, primary screen, TCR NF-kB activation inhibitor project, cell-based, luminescence, uHTS | Jurkat, PMA/ionomycin-induced NF-kB luciferase reporter | inhibition, % at 4 µM | 330,000 tested, 0.53% active | AID 435003, 2010; in the data active = inhibition above about 50%
CXCR6 inh: CXCR6 receptor inhibitors, primary screen, cell-based, beta-arrestin, luminescence, CHO-K1 PathHunter, 1536-well. C-X-C chemokine receptor type 6 (Homo sapiens), O00574. 360,000 tested, 0.36% active. inhibition, % at 20 µM; in the data active = inhibition above about 34%, passing the limit was not always enough;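 note: antagonist mode with CXCL16 agonist at 10 nM final; 0% = 10 nM CXCL16 with DMSO and 100% = unstimulated wells without agonist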
Target sequence (O00574 whole entry, looked up): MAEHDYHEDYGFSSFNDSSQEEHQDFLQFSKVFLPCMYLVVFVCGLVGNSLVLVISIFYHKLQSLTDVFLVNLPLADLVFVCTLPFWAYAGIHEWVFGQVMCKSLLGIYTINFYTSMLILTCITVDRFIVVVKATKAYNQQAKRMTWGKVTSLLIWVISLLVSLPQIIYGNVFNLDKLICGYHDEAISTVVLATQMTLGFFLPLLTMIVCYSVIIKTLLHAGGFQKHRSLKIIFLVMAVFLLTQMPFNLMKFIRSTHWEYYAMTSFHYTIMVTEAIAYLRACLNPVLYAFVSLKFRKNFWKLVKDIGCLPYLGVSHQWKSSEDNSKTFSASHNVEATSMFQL
697 NFkB inh: inhibitors of PMA/ionomycin-induced NF-kB reporter, 697 cells, primary screen, B-cell NF-kB inhibitor project, cell-based, luminescence, uHTS | 697 B-cell NF-kB luciferase reporter, 16 h | 330,000 tested, 0.33% active | inhibition, % at 4 µM; in the data active = inhibition above about 35%
EBI2 block: EBI2 receptor antagonists, beta-arrestin recruitment, primary screen, cell-based, luminescence, 7a,25-OHC stimulation, uHTS; G-protein coupled receptor 183 (Homo sapiens), P32249; 7a,25-OHC stimulated; inhibition, % at 5 µM; 360,000 tested, 0.81% active; AID 651636, 2012; in the data active = inhibition above about 38%;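 note: enzyme fragment complementation signal reports receptor beta-arrestin coupling in cells; 0% = agonist plus DMSO wells and 100% = wells without agonist; some results beyond the cut were filed as inactive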
CCR6 antag: CCR6 receptor antagonists, primary screen, cell-based, CHO-K1, luminescence, beta-arrestin, uHTS; CHO-K1 CCR6 PathHunter beta-arrestin, CCL20-stimulated; AID 493098, 2011; inhibition, % at 20 µM; C-C chemokine receptor type 6 (Homo sapiens), P51684; 340,000 tested, 0.49% active;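 active = compounds whose inhibition of the agonist-driven luminescence signal at 20 µM reaches about 50%, limit read from the data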;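 note: cells stimulated with CCL20 at 14 nM final; plate controls were DMSO with CCL20 for no effect and DMSO without agonist for full effect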
Target sequence (P51684 whole entry, looked up): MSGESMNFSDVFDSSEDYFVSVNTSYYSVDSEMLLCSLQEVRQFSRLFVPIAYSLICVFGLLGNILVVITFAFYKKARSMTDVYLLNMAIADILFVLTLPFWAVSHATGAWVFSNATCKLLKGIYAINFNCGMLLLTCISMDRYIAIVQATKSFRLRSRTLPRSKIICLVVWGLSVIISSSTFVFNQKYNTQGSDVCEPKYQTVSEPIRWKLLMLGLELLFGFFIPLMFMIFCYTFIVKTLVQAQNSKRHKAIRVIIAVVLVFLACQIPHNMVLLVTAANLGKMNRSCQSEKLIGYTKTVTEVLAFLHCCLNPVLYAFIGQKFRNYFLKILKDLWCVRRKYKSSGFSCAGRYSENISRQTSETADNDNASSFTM
APJ antagonist: antagonists of human apelin receptor APJ, primary screen, CHO-K1 cells, beta-arrestin complementation, luminescence | P35414 | inhibition, % at 20 µM | 330,000 tested, 0.32% active;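 active = inhibition above about 40% at 20 µM, limit read from the data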;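 note: cells challenged with 10 nM apelin-13 agonist together with compound; plate controls were apelin-13 plus DMSO wells for no effect and DMSO wells lacking apelin-13 for full effect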
Target sequence (P35414 whole entry, looked up): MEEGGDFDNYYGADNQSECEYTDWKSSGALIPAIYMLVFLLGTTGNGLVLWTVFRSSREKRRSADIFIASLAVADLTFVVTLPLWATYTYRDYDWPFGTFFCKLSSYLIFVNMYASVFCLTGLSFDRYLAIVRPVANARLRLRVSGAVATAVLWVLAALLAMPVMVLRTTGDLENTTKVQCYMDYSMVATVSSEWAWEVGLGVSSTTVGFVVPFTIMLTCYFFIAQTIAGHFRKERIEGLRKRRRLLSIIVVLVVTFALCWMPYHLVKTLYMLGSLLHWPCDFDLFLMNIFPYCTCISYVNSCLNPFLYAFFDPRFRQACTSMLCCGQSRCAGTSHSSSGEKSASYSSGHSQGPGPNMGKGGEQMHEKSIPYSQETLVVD
Starred values were filed as active, the others as inactive; x = not tested or not shown.

SMILES	UBC13 polyUb	Gli-Sufu block	Jurkat NFkB inh	CXCR6 inh	697 NFkB inh	EBI2 block	CCR6 antag	APJ antagonist
COc1cc(NC(=S)N2CCC(C(N)=O)CC2)c(OC)cc1Cl	3	-6	2	-1	19	2	5	8
Cc1cc(C(=O)Nc2c(F)c(F)c(F)c(F)c2F)n(-c2ccccc2)n1	-2	0	-5	6	-21	0	11	-15
O=c1cc(-c2ccccc2)nc2cc(-c3ccco3)[nH]n12	14	-4	2	-8	-21	-17	6	-7
O=C(NC1CCCC1)C(c1ccncc1)N(Cc1ccccc1)C(=O)Cc1cccs1 (stereo unspecified)	3	2	-4	6	9	-1	3	16
O=C(CN1C(=O)NC(Cc2c[nH]c3ccccc23)C1=O)NCCc1ccccc1 (stereo unspecified)	-13	16	5	-3	-7	9	2	16
S=C(NC1CCCC1)NC1CC1	-22	-8	-6	-9	-18	-2	14	-5
CC1(C)Cc2cccc(OCC(O)CN3CCN(c4ccccn4)CC3)c2O1 (stereo unspecified)	x	4	x	2	x	15	-1	x
CCC(=O)NCCNc1nc2cc(C)c(C)cc2cc1C#N	5	2	2	-17	5	-1	-27	-22
CC1CCCN(C(=O)c2cccc(S(=O)(=O)N3CCCC3)c2)C1 (stereo unspecified)	-1	1	-7	-16	-9	-2	7	-6
Cc1ccc(CNC(=O)c2c(-c3ccccc3Cl)noc2C)cc1	-4	-4	-2	-12	-3	7	12	-2
O=C(CC1SCCNC1=O)Nc1cc(Cl)cc(Cl)c1 (stereo unspecified)	7	-2	7	-3	2	-8	2	-2
CCN=C(NCC)SC1CC(=O)N(c2ccccc2)C1=O (stereo unspecified)	2	2	4	-7	-7	-8	-5	4
O=C(CSc1ncccn1)N/N=C/c1cccs1	-4	2	0	-6	-8	-13	6	11
O=c1oc2ccccc2cc1C1=Nn2c(nnc2-c2cccnc2)SC1	-3	-20	1	-2	-11	5	12	15
CCC(C)(C(=O)NC1CCCCC1)N(Cc1ccco1)C(=O)Cc1cccs1 (stereo unspecified)	4	15	8	2	1	10	19	-6
Cc1nc2ccccc2c(=O)n1NC(=O)c1cc(Br)ccc1Cl	5	3	-7	-1	-5	-5	11	5
COc1ccc(NC(=O)N(C)C[C@H]2Oc3ccc(NS(=O)(=O)c4ccc(F)cc4)cc3C(=O)N([C@H](C)CO)C[C@@H]2C)cc1	7	-1	6	-6	-6	-17	-13	-13
COc1ccc(NC(=S)N2CCC(NC(=O)c3ccc(OC)cc3)CC2)cc1	-2	9	2	10	-6	3	-10	0
Cc1cc(C)cc(N=Cc2ccc([N+](=O)[O-])s2)c1	-8	-29	1	-9	18	10	12	-31
Cc1cc(C)c(S(=O)(=O)NCc2nc3nc(C)cc(C)n3n2)c(C)c1	-10	3	7	-4	5	-4	9	-10
CC(=O)c1cccc(OC(=O)c2ccc3c(=O)n4c(nc3c2)CCC4)c1	1	-9	-7	-6	3	2	11	22
O=C(Nc1ccccc1)/C(=C/c1ccc(O)cc1)NC(=O)c1ccco1	-4	-9	17	4	-13	-3	-10	10
N#Cc1ccc(C(=O)NC2=NCCS2)cc1	3	-25	-11	6	-35	-11	-8	8
O=C(Nc1ccc(N2CCCC2)c(Cl)c1)c1cccc(-c2cc3ccccc3oc2=O)c1	-7	-5	-11	4	-22	4	21	3
COc1cc2c(cc1OC)CN(C(=O)CCOc1ccccc1)CC2	1	15	3	-8	9	-5	12	13
Cc1ccc(-n2c(SCC(=O)N3CCOCC3)nc(O)c(Cc3ccccc3)c2=O)cc1	-8	3	-6	1	-27	-7	2	3
CCOC(=O)NC(=O)/C(C#N)=C\NNc1ncc(C(F)(F)F)cc1Cl	-12	3	1	1	-14	-1	-4	-19
COC(=O)c1oc2ccccc2c1NC(=O)CN1CCCC1	0	-8	14	8	15	-2	13	24
COC(=O)C1CCN(C(=O)C2CCCCC2)CC1	6	5	4	-8	10	-9	-17	-11
CC(=O)Nc1ccc(Oc2cc(NC(C)=O)cc([N+](=O)[O-])c2)cc1	3	2	7	1	14	-13	7	-15
Cn1c(=O)cc(N2CCCCC2)[nH]c1=O	-5	3	17	5	16	0	3	-4
Cc1onc(-c2ccccc2)c1NC(=O)N(Cc1ccccc1)C(C)C	-7	3	-10	5	-6	-9	4	6
CCCCCCOC(=O)NCC(O)c1ccccc1 (stereo unspecified)	-6	-68	-79	2	-61	10	-9	5
COC(=O)[C@@H]1C[C@@H]2CC[C@@H](O)C[C@@H]2N1Cc1ccc(N2CCN(C)CC2)cc1	-1	3	-19	-3	2	2	-3	13
CC(=O)N1CCOc2ccc(S(=O)(=O)N3CCC(C)CC3)cc21	-4	-17	-5	-4	-13	-15	-11	12
CCN1C(=O)CSC1=Nc1cccc(C(=O)O)c1	-1	28	-11	4	4	-2	-7	6
COc1ccccc1C(CNC(=O)c1ccc(S(=O)(=O)NCc2ccco2)cc1)N(C)C (stereo unspecified)	-5	4	4	8	-7	-3	-19	7
Cc1nnc(NC(=O)c2cc(-c3ccncc3)nc3c(C)cccc23)s1	-13	2	10	45*	21	-5	-2	-35
Cc1nn(-c2ccccc2)c(C)c1C=O	0	1	-9	-1	-10	-17	-8	21
COC(=O)c1ccc(NC(=O)CSc2nc3ccccc3c(=O)[nH]2)cc1	6	4	-5	-4	16	-6	11	6
Cc1cccc(NC(=O)CNC(=O)c2cccc(-n3cccc3)c2)c1C	-2	-8	-4	-1	-19	-14	19	-15
COc1cccc(C(=O)N/N=C/c2cn[nH]c2-c2ccc(OC)cc2OC)c1	1	1	-13	-7	7	-8	1	-29
C=C1C(=O)C23C(O)C1CCC2C12CCCC(C)(COC(C)=O)C1C(O)C3(O)OC2 (stereo unspecified)	x	16	x	76*	x	77*	103*	x
COc1cc2c(C(=O)N3CCN(c4ccccc4F)CC3)cn(C)c(=O)c2cc1OC	5	8	3	-10	16	7	-3	-2
COc1ccc(NC(=O)c2cc(-c3ccc(C)cc3)on2)cc1	-14	-30	-30	-6	-28	1	18	-4
O=C(Cn1cnc2c(nnn2Cc2ccc(Cl)cc2)c1=O)OCc1ccccc1	14	2	9	-7	23	-1	-2	4
CCOC(=O)C1CCN(c2cc3c(cc2NC(=O)c2cc(OC)ccc2Br)n(C)c(=O)n3C)CC1	13	51	-7	13	-11	10	17	-17
O=C(CSc1nc(=O)n(CCCN2CCOCC2)c2c1CCCC2)Nc1cccc(Cl)c1	8	11	-2	4	3	3	8	22
O=C(NNC(=O)c1ccc(Cl)c([N+](=O)[O-])c1)c1ccncc1	-4	12	10	3	21	-2	-6	-15
COc1ccccc1-n1c(C)c(C(=O)O)c2cc(OC)c3ccccc3c21	3	-3	-13	-8	-15	-1	-6	-9
O=C(CSc1ncccn1)c1ccccc1Br	-3	9	-15	3	-28	-5	-11	-18
O=c1cc(CO)oc(CN2CCN(Cc3ccccc3)CC2)c1O	0	-8	7	5	15	-5	-4	7
COCCNC(=O)CN(C(=O)Cn1nnc2ccccc21)c1ccc(F)c(Cl)c1	0	2	3	-6	7	8	17	6
OC[C@@H](O)[C@@H](O)[C@H](O)[C@@H](O)CO	4	2	1	4	13	-3	-16	6
O=C(COc1ccc(S(=O)(=O)N2CCc3ccccc32)cc1Cl)NCc1ccccn1	2	3	-1	-8	18	4	6	17
CC(=O)Nc1ccc(NC(=O)c2cc(-c3ccc(C)c(C)c3O)n[nH]2)cc1	-9	1	-38	-3	-20	6	14	4
O=C(/C=C/c1ccc(-c2ccccc2[N+](=O)[O-])o1)c1ccc(F)cc1	-22	-4	-4	10	-2	12	8	5
Cc1cccc(NC(=O)CSc2nc(=O)n3ccccc3n2)c1C	0	-6	-1	-16	15	0	3	6
O=C(NCc1ccccc1)c1c[nH]c2ccccc2c1=O	-8	-6	3	2	10	1	-1	-22
CCN1CCN(C(=O)c2ccc3c(c2)N(Cc2ccccc2)C(=O)c2ccccc2S3=O)CC1 (stereo unspecified)	7	7	-8	4	23	-5	10	19

Retrieved by compound from the entries so far, two records:
SMILES	UBC13 polyUb	Gli-Sufu block	Jurkat NFkB inh	CXCR6 inh	697 NFkB inh	EBI2 block	CCR6 antag	APJ antagonist
OC[C@@H](O)[C@@H](O)[C@H](O)[C@@H](O)CO	4	2	1	4	13	-3	-16	6
COc1cc2c(C(=O)N3CCN(c4ccccc4F)CC3)cn(C)c(=O)c2cc1OC	5	8	3	-10	16	7	-3	-2

Continued.
SMILES	UBC13 polyUb	Gli-Sufu block	Jurkat NFkB inh	CXCR6 inh	697 NFkB inh	EBI2 block	CCR6 antag	APJ antagonist
Cc1cccc(N(CC(O)CON=C2c3ccccc3-c3ccccc32)S(C)(=O)=O)c1 (stereo unspecified)	12	7	-17	5	10	9	-1	-11
COc1cc2c3nnc(-c4ccccc4)c-3cn(Cc3ccccc3F)c2cc1OC	34	23	10	x	-29	x	8	-7
C(=N\Nc1nc(N2CCOCC2)nc(N2CCOCC2)n1)/c1ccco1	0	x	-1	x	17	x	x	9
O/N=C/c1cc(Br)cs1	-1	3	6	2	9	-12	-6	11
O=C(Nc1cccc(S(=O)(=O)N2CCCCC2)c1)c1ccco1	1	1	-4	-1	8	-26	3	12
CC(C)Cc1nnc(NC(=O)Cc2ccc([N+](=O)[O-])cc2)s1	-1	2	14	-10	1	1	12	1
O=c1c2ccccc2nnn1COc1cccc(Cl)c1	19	-74	-52	15	-60	-4	14	21
COc1cccc(CNC(=O)Cc2ccc(NC(=O)C3=C(C)OCCS3)cc2)c1	3	-48	-26	1	-27	-2	1	4
O=C(COc1ccccc1Cl)Nc1cccc(S(=O)(=O)NC2=NCCCCC2)c1	0	2	20	-18	24	-10	4	12
Cc1cccc(NC(=O)CSCC(=O)N2CCN(Cc3ccc4c(c3)OCO4)CC2)c1	32	9	4	-8	4	-5	12	-25
O=C1c2ccccc2C(=O)N1CCCCNc1ccccc1	x	16	x	8	x	5	11	x
CC1(C)CC(NC(=O)c2cc(S(=O)(=O)N3CCCCC3)ccc2Cl)CC(C)(C)N1	-3	17	11	-13	12	5	-12	9
CN(C)C(=O)c1ccc(Nc2nc(-c3cccs3)nc3ccccc23)cc1	11	1	-8	6	29	2	0	31
CC(=O)N1CCN(C2=NC(=O)/C(=C\c3cccs3)S2)CC1	6	5	17	-4	13	-10	9	-5
CC1(NC(=O)CSc2nnc(-c3ccco3)n2Cc2ccccc2)CCS(=O)(=O)C1 (stereo unspecified)	-12	2	9	-6	9	-3	11	3
COc1ccccc1N(CN1C(=O)c2ccccc2C1=O)C(=O)c1cccnc1	7	1	15	4	18	-4	-4	5
N#Cc1cc2c(=O)n3ccccc3nc2n(CCCN2CCOCC2)c1=O	-2	4	12	2	5	8	-6	10
COc1ccc(Cc2nc3ccc(C(=O)NCCn4ccnc4C)cc3o2)cc1OC	1	-1	-4	-13	2	-5	9	3
N#Cc1ccc(C(c2nnnn2C2CCCC2)N2CCC(Cc3ccccc3)CC2)cc1 (stereo unspecified)	-5	8	0	8	3	17	21	16
COc1ccc(C(C#N)CCC2OCCO2)cc1OC (stereo unspecified)	1	22	0	0	4	-13	6	1
CCOC(=O)C(C(C)=O)c1c(Br)c(O)c(O)c2c(C(=O)c3ccc(C)cc3)coc12 (stereo unspecified)	-36	50	25	6	19	2	27	-5

Results in 697 NFkB inh, Gli-Sufu block and APJ antagonist, for some of the entries so far:
compound	697 NFkB inh	Gli-Sufu block	APJ antagonist
O=c1cc(CO)oc(CN2CCN(Cc3ccccc3)CC2)c1O	15	-8	7
COCCNC(=O)CN(C(=O)Cn1nnc2ccccc21)c1ccc(F)c(Cl)c1	7	2	6
OC[C@@H](O)[C@@H](O)[C@H](O)[C@@H](O)CO	13	2	6
O=C(COc1ccc(S(=O)(=O)N2CCc3ccccc32)cc1Cl)NCc1ccccn1	18	3	17

Rows are unselected. Share with any hit: about 3%.
